LYP phosphatase – inhibitors of LYP phosphatase, biochemical, fluorescence intensity, uHTS (AID 1779); inhibition, % at 11.5 µM; hits with a dose series show IC50 in µM; 0.054% of 290,000 active; recombinant LYP phosphatase, fluorescence intensity; higher % means a stronger effect;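 note: plate controls were vehicle with enzyme for no effect and no enzyme for full effect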
XIAP antagonists – XIAP antagonists, biochemical, IAP family, fluorescence polarization (AID 1018) | XIAP BIR domain, fluorescence polarization peptide displacement; higher % means a stronger effect | one-dose displacement, % at 20 µM; IC50 in µM for titrated hits | 0.007% of 200,000 active; in the data active = displacement above about 50%; note: a part of the inactive calls stands beside numbers as strong as those of hits
PMI inhibitors – MPI enzyme activity inhibition – biochemical, fluorescence intensity, coupled assay, primary screen (AID 1209); purified PMI enzyme, coupled fluorescence intensity; higher % means a stronger effect; inhibition, % at 20 µM; hits with a dose series show IC50 in µM; 0.42% of 190,000 active;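 note: plate controls were DMSO vehicle for no effect and wells lacking substrate for full effect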
Dynein transport – blocks dynein driven cargo transport along microtubules | z-score, hits read low | 0.47% of 220,000 active | 3617.4 mouse cells, GR-EGFP nuclear translocation imaging; test concentration mostly 20 µM; stimulated with dexamethasone, 1 µM; stronger effect = lower value;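 active = plate z-score of nuclear minus cytoplasmic receptor signal below a set negative limit, without overly bright fluorescence or cell loss, cut at about -3.5 in these data, passing the limit was not always enough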;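 note: z-score of nuclear minus cytoplasmic ring GR-EGFP intensity difference per well; some compounds called inactive have numbers as strong as hits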
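Buffer or medium: tet-free medium with charcoal-stripped serum / Also added: dexamethasone agonist, 1.0 µM final, for 30 min / Timing: induction 48 h, compound 1 h, agonist 30 min / Measured by: high-content fluorescence imaging after fixation / Read-out: nuclear-to-cytoplasmic GR-EGFP distribution per well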
human PMI inhibitors – MPI inhibition at elevated mannose 6-phosphate – biochemical, fluorescence intensity, high mannose 6-phosphate, primary screen (AID 1220) | recombinant PMI enzyme, coupled fluorescence intensity; higher % means a stronger effect | inhibition, % at 20 µM, or IC50 in µM where a hit was titrated | 0.66% of 190,000 active
AID2073 – inhibitors of Mint1-CaV2.2 protein interaction, biochemical, HTRF (AID 2073); inhibition, % at 20 µM, or IC50 in µM where a hit was titrated; 0.19% of 290,000 active; HTRF protein-protein interaction, Mint1-CaV2.2; higher % means a stronger effect; in the data active = inhibition mostly above about 51%, no sharp cut-off; inconclusive = no clear call, values can overlap the other calls; inactive = mostly below about 53%; note: some results filed as inactive read as strong as hits
P. falciparum M1AAP – malaria alanyl aminopeptidase activity blockers – biochemical, fluorogenic H-Leu-NHMec substrate, 1536-well (AID 1445); 0.42% of 220,000 active; inhibition, % at 30 µM; hits with a dose series show IC50 in µM; recombinant M1AAP, H-Leu-NHMec fluorogenic kinetic assay; higher % means a stronger effect;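 active = primary inhibition above the hit cutoff, then over 50% inhibition at one or more dose response concentrations, cut at about 23% in these data, passing the limit was not always enough; inconclusive = conflicting primary data, or primary hits not chosen for dose response; inactive = low primary inhibition, or under 50% at every dose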;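 note: plate controls were DMSO full reaction for no effect and no enzyme background for full effect; strong numbers were not always called active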
M17LAP inhibition – P. falciparum M17LAP inhibitors, primary screen, biochemical, fluorogenic H-Leu-NHMec substrate, 1536-well (AID 1619) | recombinant M17LAP, H-Leu-NHMec fluorogenic kinetic assay; higher % means a stronger effect | 0.38% of 220,000 active | inhibition, % at 30 µM, or IC50 in µM where a hit was titrated;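 active = compound inhibiting the enzyme by more than half at any dose during confirmatory dose-response retesting; inconclusive = strong single-dose inhibitors picked by rank but not retested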;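 note: plate controls were full reaction with DMSO carrier for no effect and no enzyme background for full effect; strong numbers were not always called active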
SIAH1 antagonists – Siah-1 peptide-binding antagonists, primary screen, biochemical, fluorescence polarization, rhodamine-plectin, uHTS (AID 1817); 0.02% of 290,000 active; Siah-1 / rhodamine-plectin peptide fluorescence polarization; higher % means a stronger effect; one-dose displacement, % at 20 µM; IC50 in µM for titrated hits;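 active = displacement of at least 50% at 20 µM, with a fluorescence ratio check between 0.3 and a set limit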;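 note: plate controls were Siah plus tracer with DMSO for no effect and tracer alone without Siah for full effect; strong numbers were not always called active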
Dynein transport cytoplasmic EGFP – recorded beside Dynein transport, whose call it bears; z-score; measured here: cytoplasmic GR-EGFP intensity; stronger effect = higher value
Dynein transport nuclear GR-EGFP – also measured in Dynein transport; calls as there; z-score; measured here: nuclear GR-EGFP intensity;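 lower value marks the stronger effect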
Dynein transport cell count – further read-out of Dynein transport, marked with its call; z-score; measured here: cell count per field
* marks the source's active call; other numbers are inactive results; ? = inconclusive; / = no result given. Cut-off read from the data, not from the text of the source, unless noted: active = inhibition above about 50%; inactive = the rest.

cpd	Structure	LYP phosphatase	XIAP antagonists	PMI inhibitors	Dynein transport	Dynein transport cytoplasmic EGFP	Dynein transport nuclear GR-EGFP
1	COc1ccc(-n2c(C)c3c(OC)cccc(=O)c3c2C)cc1	0%	-0.3%	18%	0.17	-0.2	0.45
2	O=C(c1ccc(COc2ccc(Cl)cc2)cc1)N1CCCCC1	-9%	-0.3%	16%	-0.78	-0.32	0.11
3	O=Cc1c(-[n+]2ccccc2)nc([O-])n1-c1ccccc1	-2%	-1.8%	-14%	0.15	-0.034	0.5
4	COCCn1nnnc1C(c1ccccc1)N1CCN(C)CC1 (stereo unspecified)	-7%	-4.4%	-3%	1.1	-0.21	0.68
5	c1ccc2c(N3CCOCC3)nc(N3CCOCC3)nc2c1	-2%	-6.2%	-6%	2.1	-0.12	1.1
6	Oc1ccc(Cl)cc1CNn1cnnc1	0%	-7.5%	3%	1.2	0.22	0.57
7	CCN(CC)S(=O)(=O)c1ccc(C(=O)Nc2ncn(Cc3ccccc3)n2)cc1	-7%	-3.0%	0%	-0.5	-0.3	-0.14
8	O=c1c2c3c(sc2n2cnnc2n1Cc1ccccc1)CN(Cc1ccccc1)CC3	0%	-0.4%	-48%	0.42	0.058	0.54

cpd	Dynein transport cell count	human PMI inhibitors	AID2073	P. falciparum M1AAP	M17LAP inhibition	SIAH1 antagonists
1	0.089	46%	6%	1%	26%	0%
2	0.84	11%	1%	-4%	1%	-2%
3	-0.9	-15%	9%	6%	1%	-2%
4	-0.2	-6%	-6%	3%	7%	2%
5	-1.6	-9%	?	1%	-78%	4%
6	-0.68	5%	-10%	-2%	10%	-8%
7	0.085	3%	-4%	16%	12%	-2%
8	-1.4	-99%	-3%	/	/	5%

(continued)
cpd	Structure	LYP phosphatase	XIAP antagonists	PMI inhibitors	Dynein transport	Dynein transport cytoplasmic EGFP	Dynein transport nuclear GR-EGFP
9	COCCCn1cc(C(=O)c2ccccc2OCC(=O)Nc2cccc(F)c2)cc(C#N)c1=O	-1%	-5.0%	-6%	0.27	-0.25	0.29
10	CC(=O)c1cc(-c2ccccc2)n(CC(=O)Nc2cccc(C)c2)c1C	-2%	-2.2%	-9%	1	-0.28	0.12
11	O=[N+]([O-])c1cccc(C(=Nc2ccc(Cl)cc2)NO)c1	-1%	-0.9%	15%	0.52	-0.22	0.54
12	O=C1CN(C(=O)CSc2nncs2)c2ccccc2N1	-4%	-5.8%	-2%	-0.9	-0.31	0.027
13	CN(c1ccc(OCC(=O)OCC(=O)Nc2ccccc2)cc1)S(=O)(=O)c1cccs1	-9%	-9.5%	5%	0.16	-0.15	-0.19
14	CCn1c(C(=O)N2CCCC(C(=O)O)C2)cc2sccc21 (stereo unspecified)	-7%	-4.4%	5%	-5.5e-05	-0.19	-0.26
15	CCOc1ccc2[nH]c(=O)c(CN(CC3COCCO3)C(=O)c3ccc(C)cc3)cc2c1 (stereo unspecified)	-6%	-5.5%	-4%	-0.29	-0.23	0.13
16	O=C(NCc1ccc(-c2nc3ccccc3s2)cc1)c1ccco1	-3%	-6.5%	-4%	-1.1	0.23	-0.63

cpd	Dynein transport cell count	human PMI inhibitors	AID2073	P. falciparum M1AAP	M17LAP inhibition	SIAH1 antagonists
9	-0.33	4%	17%	5%	-1%	2%
10	-0.88	-14%	-9%	4%	-10%	9%
11	0.6	14%	4%	-4%	1%	1%
12	1.1	8%	-2%	5%	1%	-2%
13	-1.1	-4%	33%	8%	0%	0%
14	0.2	3%	-12%	15%	28%	9%
15	0.36	-4%	3%	7%	-25%	5%
16	0.77	-8%	9%	-4%	3%	0%

New compounds follow
cpd	Structure	LYP phosphatase	XIAP antagonists	PMI inhibitors	Dynein transport	Dynein transport cytoplasmic EGFP	Dynein transport nuclear GR-EGFP
17	O=C(Nc1ccc(Sc2ccc(Br)cc2)cc1)c1ccco1	-3%	-2.7%	10%	-1.1	0.32	-0.72
18	Cc1cccc(NC(=O)CS(=O)(=O)c2c[nH]c3ccccc23)c1C	-2%	-1.9%	0%	-1.1	-0.15	-0.15
19	CCOC(=O)C1CN(S(=O)(=O)c2ccc(F)cc2)C1	-3%	-2.8%	-4%	-0.22	-0.21	-0.29
20	CCC(=O)NC(c1ccco1)c1cc(Cl)c2cccnc2c1O (stereo unspecified)	-1%	-1.4%	/	-1.1	-0.058	-0.27
21	COc1cccc(N/C(SCc2cccc([N+](=O)[O-])c2)=C(/C#N)C(=O)NCc2cccs2)c1	7%	-1.2%	0%	2.2	-0.23	0.62
22	O=[N+]([O-])c1cccc(/C=N/Nc2nccnc2Cl)c1	-1%	-8.6%	-2%	-0.044	0.14	-0.1
23	COC(=O)C1CCN(C(=O)Cc2ccc(Br)cc2)CC1	-9%	-2.7%	5%	-0.74	-0.14	0.044
24	CCn1c(CSc2ncccn2)nnc1SCC(=O)N1c2ccccc2CC1C (stereo unspecified)	-1%	-7.7%	13%	-0.52	-0.15	0.26

cpd	Dynein transport cell count	human PMI inhibitors	AID2073	P. falciparum M1AAP	M17LAP inhibition	SIAH1 antagonists
17	-1.4	2%	-1%	0%	0%	-3%
18	0.39	-3%	9%	0%	-1%	-1%
19	-0.34	-7%	0%	0%	0%	2%
20	0.8	/	38%	6%	6%	-3%
21	-1.4	9%	-5%	2%	2%	12%
22	0.45	0%	1%	10%	15%	1%
23	-0.27	2%	15%	2%	22%	-4%
24	1.4	0%	-17%	1%	14%	-6%

4 of the entries above in order of the Dynein transport cell count value, high to low.
cpd	Structure	LYP phosphatase	XIAP antagonists	PMI inhibitors	Dynein transport	Dynein transport cytoplasmic EGFP	Dynein transport nuclear GR-EGFP
24	CCn1c(CSc2ncccn2)nnc1SCC(=O)N1c2ccccc2CC1C (stereo unspecified)	-1%	-7.7%	13%	-0.52	-0.15	0.26
18	Cc1cccc(NC(=O)CS(=O)(=O)c2c[nH]c3ccccc23)c1C	-2%	-1.9%	0%	-1.1	-0.15	-0.15
23	COC(=O)C1CCN(C(=O)Cc2ccc(Br)cc2)CC1	-9%	-2.7%	5%	-0.74	-0.14	0.044
21	COc1cccc(N/C(SCc2cccc([N+](=O)[O-])c2)=C(/C#N)C(=O)NCc2cccs2)c1	7%	-1.2%	0%	2.2	-0.23	0.62

cpd	Dynein transport cell count	human PMI inhibitors	AID2073	P. falciparum M1AAP	M17LAP inhibition	SIAH1 antagonists
24	1.4	0%	-17%	1%	14%	-6%
18	0.39	-3%	9%	0%	-1%	-1%
23	-0.27	2%	15%	2%	22%	-4%
21	-1.4	9%	-5%	2%	2%	12%

(more compounds)
cpd	Structure	LYP phosphatase	XIAP antagonists	PMI inhibitors	Dynein transport	Dynein transport cytoplasmic EGFP	Dynein transport nuclear GR-EGFP
25	CCNC(=S)N/N=C(\C)c1cccc(OC)c1	-1%	-7.4%	7%	-1.2	-0.19	-0.67
26	COc1ccc(NC(=O)CN2C(=O)C(C)Oc3ccccc32)c(OC)c1 (stereo unspecified)	-12%	-4.6%	13%	-0.89	-0.29	-0.075
27	CCOC(=O)N1CCN(CCC(=O)Nc2ccc(C)c(Br)c2)CC1	-9%	-7.4%	8%	-0.61	-0.22	-0.14
28	O=C(Nc1ccc(Cl)cc1)C1CCCN(S(=O)(=O)c2cnc[nH]2)C1 (stereo unspecified)	0%	-6.6%	3%	-1.2	-0.17	-0.52
29	O=C(Oc1ccccc1)c1cc2ccccc2o1	-2%	-4.5%	4%	0.43	-0.16	-0.47
30	S=C(Nc1ccccc1)N1CCOCCOCCN(C(=S)Nc2ccccc2)CCOCCOCC1	-3%	/	/	-0.22	-0.22	-0.16
31	O=C(O)CCC(=O)N1N=C(c2ccc(Br)cc2)CC1c1cccs1 (stereo unspecified)	-3%	-6.5%	-2%	1.2	-0.32	0.73
32	CCSc1nc(O)cc(=O)n1-c1ccc(OC)cc1	-2%	-0.7%	1%	-0.55	-0.31	-0.16
33	Cc1c(-n2cc(C(=O)O)c(=O)c3cc(F)c(N4CCCC(O)C4)c(F)c32)c(=O)n(-c2ccccc2)n1C (stereo unspecified)	-4%	-10%	5%	-0.19	-0.27	0.058
34	CCN(CC)S(=O)(=O)c1cccc(-c2n[nH]c(=S)n2C(C)COC)c1 (stereo unspecified)	-6%	-4.7%	9%	-1.1	-0.095	-0.39
35	O=C(CCn1c(=O)[nH]c2ccccc2c1=O)N1CCN(c2ccc(Cl)cc2)CC1	-2%	-3.0%	-4%	-0.37	-0.2	0.025

cpd	Dynein transport cell count	human PMI inhibitors	AID2073	P. falciparum M1AAP	M17LAP inhibition	SIAH1 antagonists
25	0.86	5%	-13%	10%	8%	-1%
26	0.048	12%	-7%	5%	12%	-1%
27	0.74	11%	10%	-6%	-4%	-2%
28	0.37	2%	23%	9%	-2%	5%
29	-0.14	14%	4%	3%	-2%	-1%
30	0.2	/	-52%	2%	8%	17%
31	-0.057	-2%	1%	8%	-2%	0%
32	0.32	2%	-8%	1%	14%	1%
33	-0.064	7%	21%	0%	20%	-3%
34	0.38	3%	-15%	2%	0%	-2%
35	0.88	6%	7%	2%	1%	0%

Some of the entries above, set out differently:
Every second line gives: LYP phosphatase, XIAP antagonists, PMI inhibitors, Dynein transport, Dynein transport cytoplasmic EGFP, Dynein transport nuclear GR-EGFP, Dynein transport cell count, human PMI inhibitors, AID2073, P. falciparum M1AAP, M17LAP inhibition, SIAH1 antagonists
[32] CCSc1nc(O)cc(=O)n1-c1ccc(OC)cc1
→ -2%, -0.7%, 1%, -0.55, -0.31, -0.16, 0.32, 2%, -8%, 1%, 14%, 1%
[31] O=C(O)CCC(=O)N1N=C(c2ccc(Br)cc2)CC1c1cccs1 (stereo unspecified)
→ -3%, -6.5%, -2%, 1.2, -0.32, 0.73, -0.057, -2%, 1%, 8%, -2%, 0%
[29] O=C(Oc1ccccc1)c1cc2ccccc2o1
→ -2%, -4.5%, 4%, 0.43, -0.16, -0.47, -0.14, 14%, 4%, 3%, -2%, -1%
[34] CCN(CC)S(=O)(=O)c1cccc(-c2n[nH]c(=S)n2C(C)COC)c1 (stereo unspecified)
→ -6%, -4.7%, 9%, -1.1, -0.095, -0.39, 0.38, 3%, -15%, 2%, 0%, -2%
